From PubChem BioAssay
aGal spleen mod: qHTS Assay for Inhibitors and Activators of Human alpha-Galactosidase From Spleen Homogenate; Alpha-galactosidase A (Homo sapiens), P06280; human spleen homogenate, 4MU-alpha-Gal fluorescence, 40 min; Potency, µM (top dose mostly 80 µM), inactives show at the top dose activity change, negative = inhibition, actives largely listed as inhibitors; actives 0.008% (n = 240,000);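 note: 0% = enzyme with vehicle and -100% = no enzyme basal signal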
Target sequence (P06280 32-429 limits assumed): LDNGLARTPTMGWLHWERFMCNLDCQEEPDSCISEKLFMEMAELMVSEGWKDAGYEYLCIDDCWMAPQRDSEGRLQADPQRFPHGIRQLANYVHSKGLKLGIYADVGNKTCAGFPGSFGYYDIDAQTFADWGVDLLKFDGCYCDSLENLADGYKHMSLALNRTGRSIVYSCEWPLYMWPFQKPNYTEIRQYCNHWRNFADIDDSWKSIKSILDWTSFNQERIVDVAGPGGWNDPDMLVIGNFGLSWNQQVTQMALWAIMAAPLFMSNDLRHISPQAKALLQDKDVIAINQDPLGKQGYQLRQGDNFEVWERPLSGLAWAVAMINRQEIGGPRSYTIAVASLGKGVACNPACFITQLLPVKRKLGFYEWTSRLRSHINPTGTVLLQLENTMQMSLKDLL
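qHTS titration in buffer at pH 5.0. Alpha-galactosidase activity in spleen homogenate was measured via 4-methylumbelliferone release from 1 mM fluorogenic substrate after 40 min at 37C and a pH 10 stop. AC50 came from Hill fits of control-normalized data.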
ALDH1A1 inh: qHTS Assay for Inhibitors of Aldehyde Dehydrogenase 1 (ALDH1A1) | Aldehyde dehydrogenase 1A1 (Homo sapiens), P00352 | Purified ALDH1A1, NADH fluorescence, propionaldehyde substrate | Potency, µM (series often up to 75.3 µM), without a hit: at the top dose activity, negative = inhibition, hits mostly inhibitors | actives 7.3% (n = 220,000); active = well fitted inhibition curve with a large enough effect, not every such curve was filed as active; inconclusive = small, poorly fitted or top-dose-only effect, or another doubt; inactive = no such curve, though single readings can be large or run the other way;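 note: plate controls were no enzyme wells and a reference inhibitor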
Target sequence (P00352 whole entry, looked up): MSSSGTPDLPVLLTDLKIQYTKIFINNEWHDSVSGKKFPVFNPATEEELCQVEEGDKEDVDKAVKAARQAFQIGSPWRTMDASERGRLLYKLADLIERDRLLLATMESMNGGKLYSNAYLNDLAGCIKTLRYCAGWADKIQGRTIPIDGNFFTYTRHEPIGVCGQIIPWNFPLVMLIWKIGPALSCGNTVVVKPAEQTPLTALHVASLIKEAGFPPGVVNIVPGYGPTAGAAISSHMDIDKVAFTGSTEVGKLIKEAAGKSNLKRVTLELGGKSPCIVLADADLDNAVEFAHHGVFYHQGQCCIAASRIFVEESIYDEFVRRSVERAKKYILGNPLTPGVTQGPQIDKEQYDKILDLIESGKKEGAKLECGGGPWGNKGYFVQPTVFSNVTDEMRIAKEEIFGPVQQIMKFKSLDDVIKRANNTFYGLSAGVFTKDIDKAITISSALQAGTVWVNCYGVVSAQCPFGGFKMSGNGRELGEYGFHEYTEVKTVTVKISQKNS
GAA spleen mod: qHTS Assay for Inhibitors and Activators of Human alpha-Glucosidase From Spleen Homogenate | actives 0.006% (n = 240,000) | human spleen homogenate, 4-MU-alpha-glucoside fluorescence | Potency, µM (titrated, usually from 79.9 µM), inactives show at the top dose activity change, negative = inhibition, actives largely listed as inhibitors | Lysosomal alpha-glucosidase (Homo sapiens), P10253;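 note: 0% = enzyme with vehicle and -100% = no enzyme basal signal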
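AC50 values come from Hill-equation fits of concentration-response data, normalized to no-enzyme and full-activity controls. Enzyme source: 1 ug human spleen homogenate; 1 mM fluorogenic 4-MU glucoside, pH 5.0 citrate buffer, 37 C, 40 min.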
Numbers without * were called inactive; ? = inconclusive; & = joins results of further samples; [ ] = another dose, or the depositor's remark. Unless noted, calls come from the whole dose curve; as a rule, active = well fitted curve in the direction sought with a large enough effect; inconclusive = small, poorly fitted or top-dose-only effect, or another doubt; inactive = no such curve, though single readings can be large; an effect the other way counts as inactive or inconclusive. Potency is the fitted concentration of half-maximal effect. This is a subset, so the mix of outcomes need not match the whole.

Values run as follows: aGal spleen mod, ALDH1A1 inh, GAA spleen mod
1) COC(=O)C1=C(C)N(Cc2ccccc2)[C@]23O[C@](C(=O)OC)(C(=O)N2C1c1ccccc1)C(C(=O)OC)C3C(=O)OC (some centres not stated)
 : 0.6%&-18.7%[17.5 µM], -3.3%&7.6%[13.5 µM], 2.4%&-9.5%[17.4 µM]
2) CC(=O)OC[C@@H]1O[C@@H](O/N=C2/C[C@@H](O)[C@@H](O)[C@@H]3[C@@H]4C(=O)N(Cc5ccc6c(c5)OCO6)C(=O)[C@H]4CC[C@H]23)[C@H](OC(C)=O)[C@H](OC(C)=O)[C@@H]1OC(C)=O
 : -8.1%[17.5 µM], 6.8%[13.5 µM], -0.7%[17.4 µM]
3) CC(=O)OC[C@@H]1O[C@H](C/C=N\O[C@@H]2O[C@H](COC(C)=O)[C@@H](OC(C)=O)[C@H](OC(C)=O)[C@H]2OC(C)=O)C=C[C@@H]1OC(C)=O
 : -9.7%[17.5 µM], 3.6%[13.5 µM], 1.1%[17.4 µM]
4) CC(=O)OCC1OC(C#CC(C)(C)C)C=CC1OC(C)=O (configuration not stated)
 : -7.6%&1.8%[17.5 µM], ?, 0.3%&4.7%[17.4 µM]
5) CC(C)(C)N1C(=O)[C@H]2[C@@H]3[C@H](O)C=CC(=O)[C@H]3CC[C@H]2C1=O
 : -3.5%[17.5 µM], 8.6%[13.5 µM], -2.5%[17.4 µM]
6) COC(=O)C/C=C\[C@@H](C)[C@@H](/C=N\O[C@@H](C)c1cc(-c2c(C)cc(C)cc2C)no1)OC
 : -3.7%[17.5 µM], 3.7%[13.5 µM], -5.3%[17.4 µM]
7) CC(C)[C@@H](OCc1ccccc1)[C@H](C)CO/N=C1/[C@H]2OC2[C@@H](O)[C@H]2[C@H]1CCn1c(=O)n(-c3ccccc3)c(=O)n12 (some centres not stated)
 : 5.3%[17.5 µM], -11.1%[13.5 µM], -4.1%[17.4 µM]
8) CO[C@@H]1COC(=O)CC=C[C@@H](C)[C@@H]2C=C[C@@H](O)[C@@H](COC(=O)C/C=C\[C@H]1C)O2
 : 0.3%[17.5 µM], -6.0%[13.5 µM], 2.9%[17.4 µM]
9) C=CCC1C=CC(Oc2ccc(F)cc2C)C(CO)O1 (configuration not stated)
 : -1.4%[17.5 µM], 9.3%[13.5 µM], 11.0%[17.4 µM]
10) C=CCOC(=O)C(C(C)=O)C(NC(=O)OC)c1cccc(C(F)(F)F)c1 (configuration not stated)
 : -0.8%[17.5 µM], 17.4%[13.5 µM], 7.2%[17.4 µM]
11) COc1ccc(/C=C/C2=CC3(C)CC2(C)C(c2ccc(OC)cc2)CC3=O)cc1 (configuration not stated)
 : 18.5%[17.5 µM], -0.8%[13.5 µM], 1.8%[17.4 µM]
12) O=C1C=C[C@@H](O)[C@@H]2[C@H]3C(=O)N(c4ccc(F)cc4F)C(=O)[C@@H]3CC[C@@H]12
 : -25.9%[17.5 µM], ?, -0.6%[17.4 µM]
13) CC1CCC2C(=O)OC(CN3C(=O)c4ccccc4C3=O)CN2C1c1ccc(Br)cc1 (configuration not stated)
 : 14.5%[17.5 µM], ?, 3.6%[17.4 µM]
14) CC(=O)OC[C@@H]1O[C@@H](O/N=C2/C[C@@H](O)[C@@H](O)[C@@H]3[C@@H]4C(=O)N(C(C)(C)C)C(=O)[C@H]4CC[C@@H]23)[C@H](OC(C)=O)[C@H](OC(C)=O)[C@@H]1OC(C)=O
 : -0.9%[17.5 µM], 4.0%[13.5 µM], 2.8%[17.4 µM]
15) C=CCC1(c2ccccc2)Oc2ccc(C)cc2-c2nc3cc(Cl)c(Cl)cc3nc21 (configuration not stated)
 : -3.2%[17.5 µM], -0.9%[13.5 µM], 5.1%[17.4 µM]
16) O=C1C2=CC[C@H]3C(=O)N(c4cccc(Oc5ccccc5)c4)C(=O)[C@@H]3[C@@H]2[C@H](O)[C@@H]2O[C@H]12
 : -4.8%[17.5 µM], -2.9%[13.5 µM], -1.2%[17.4 µM]
17) C/C=C\C1=C(CO)[C@H](O)[C@H]2O[C@H]2[C@H]1O
 : 14.7%[17.5 µM], -12.0%[13.5 µM], -10.3%[17.4 µM]
18) CCC(=O)CC(NC(=O)OC)c1ccccc1 (configuration not stated)
 : -4.7%[17.5 µM], 1.2%[13.5 µM], -7.6%[17.4 µM]
19) O=C1C=C[C@@H](O)[C@H]2[C@@H]3C(=O)N(C4CCCCC4)C(=O)[C@@H]3CC[C@H]12
 : 2.5%[17.5 µM], ?, -14.3%[17.4 µM]
20) CO[C@H]1COC(=O)[C@H](C)NC(=O)[C@@H](C)COC(=O)[C@H]2CCCN2C(=O)C/C=C\[C@H]1C
 : 5.5%[17.5 µM], 8.5%[13.5 µM], 1.2%[17.4 µM]
21) O=C1C2=CC[C@H]3C(=O)N(C[C@@H]4CCCO4)C(=O)[C@@H]3[C@@H]2[C@H](O)[C@@H]2O[C@H]12
 : 1.2%[17.5 µM], ?, 3.8%[17.4 µM]
22) COc1ccc(O[C@H]2C=C[C@@H](c3ccccc3)O[C@H]2COC(=O)CC/C(C)=N/OCC[C@@H]2C=C[C@H](OC(C)=O)[C@H](COC(C)=O)O2)cc1
 : 6.0%[17.5 µM], -2.6%[13.5 µM], 3.4%[17.4 µM]
23) CC(=O)OC[C@H]1O[C@@H](O/N=C2/[C@H]3O[C@@H]3[C@@H](O)[C@H]3[C@H]2CCn2c(=O)n(-c4ccccc4)c(=O)n23)[C@H](OC(C)=O)[C@@H](OC(C)=O)[C@@H]1OC(C)=O
 : 7.8%[17.5 µM], -9.6%[13.5 µM], 8.1%[17.4 µM]
24) COc1ccc(O[C@H]2C=C[C@@H](c3ccccc3)O[C@H]2COC(=O)CC/C(C)=N\O[C@@H](C)c2cc(-c3c(C)cc(C)cc3C)no2)cc1
 : 6.7%[17.5 µM], 9.3%[13.5 µM], 4.0%[17.4 µM]
25) CCCCCCCC#Cc1ccccc1C(NC(=O)OC)C(C(=O)OC)C(=O)OC (configuration not stated)
 : -3.5%[17.5 µM], 11.5%[13.5 µM], 5.3%[17.4 µM]
26) C#CCCCO/N=C1/C[C@@H](O)[C@@H](O)[C@@H]2[C@@H]3C(=O)N(Cc4ccccc4)C(=O)[C@H]3CC[C@@H]12
 : -1.7%[17.5 µM], 14.9%[13.5 µM], -8.1%[17.4 µM]
27) O=C1[C@H]2[C@H]3[C@H](O)[C@H](O)C/C(=N/OCc4ccccc4)[C@@H]3CC[C@@H]2C(=O)N1Cc1ccc2c(c1)OCO2
 : -5.4%[17.5 µM], -5.6%[13.5 µM], -6.3%[17.4 µM]
28) COc1ccc(O[C@H]2C=C[C@@H](c3ccccc3)O[C@H]2COC(=O)N2CCCCC2)cc1
 : -2.8%[17.5 µM], ?, -6.5%[17.4 µM]
29) COC(=O)NC(c1ccco1)[C@]1(C(C)=O)CCCC1=O (some centres not stated)
 : -4.9%[17.5 µM], 13.4%[13.5 µM], 3.4%[17.4 µM]
30) COC(=O)NC(CC(C)=O)c1ccc2c(c1)OCO2 (configuration not stated)
 : 3.2%[17.5 µM], 9.4%[13.5 µM], 6.9%[17.4 µM]

A draw from above in order of length of the SMILES, largest number first.
Values run as follows: aGal spleen mod, ALDH1A1 inh, GAA spleen mod
2) CC(=O)OC[C@@H]1O[C@@H](O/N=C2/C[C@@H](O)[C@@H](O)[C@@H]3[C@@H]4C(=O)N(Cc5ccc6c(c5)OCO6)C(=O)[C@H]4CC[C@H]23)[C@H](OC(C)=O)[C@H](OC(C)=O)[C@@H]1OC(C)=O
 : -8.1%[17.5 µM], 6.8%[13.5 µM], -0.7%[17.4 µM]
8) CO[C@@H]1COC(=O)CC=C[C@@H](C)[C@@H]2C=C[C@@H](O)[C@@H](COC(=O)C/C=C\[C@H]1C)O2
 : 0.3%[17.5 µM], -6.0%[13.5 µM], 2.9%[17.4 µM]
12) O=C1C=C[C@@H](O)[C@@H]2[C@H]3C(=O)N(c4ccc(F)cc4F)C(=O)[C@@H]3CC[C@@H]12
 : -25.9%[17.5 µM], ?, -0.6%[17.4 µM]
28) COc1ccc(O[C@H]2C=C[C@@H](c3ccccc3)O[C@H]2COC(=O)N2CCCCC2)cc1
 : -2.8%[17.5 µM], ?, -6.5%[17.4 µM]
10) C=CCOC(=O)C(C(C)=O)C(NC(=O)OC)c1cccc(C(F)(F)F)c1 (configuration not stated)
 : -0.8%[17.5 µM], 17.4%[13.5 µM], 7.2%[17.4 µM]

Going on with the list:
Values run as follows: aGal spleen mod, ALDH1A1 inh, GAA spleen mod
31) CCCNC(=O)OC[C@@H]1O[C@H](CCO/N=C(\C)CCN2CCc3nc(CC)c(CC)cc3C2)C=C[C@@H]1Oc1ccc(OC)cc1
 : 3.6%[17.5 µM], -7.4%[13.5 µM], -2.0%[17.4 µM]
32) C[C@@H]1/C=C\CC(=O)OC[C@H](C)C(=O)N2CCC[C@@H]2C(=O)OC1
 : -2.4%[17.5 µM], 0.0%[13.5 µM], 4.6%[17.4 µM]
33) O=C1CCCC=C1[C@H](O)CCCCBr
 : -0.3%[17.5 µM], -4.4%[13.5 µM], -4.2%[17.4 µM]
34) COC1C(O)COC1/C=C/c1ccccc1 (configuration not stated)
 : 11.2%[17.5 µM], -1.3%[13.5 µM], 1.2%[17.4 µM]
35) CC(C)=NO[C@@H](C)CN1CCCc2nc(C)c(C)cc21
 : ?, ?, 2.1%[17.4 µM]
36) C#CCCCO/N=C1/C[C@@H](O)[C@@H](O)[C@@H]2[C@@H]3C(=O)N([C@@H](C)c4ccccc4)C(=O)[C@H]3CC[C@@H]12
 : 4.0%[17.5 µM], 7.5%[13.5 µM], 0.9%[17.4 µM]
37) Cc1ccc(S(=O)(=O)N[C@H]2COC(=O)[C@@H](C)COC(=O)C/C=C\[C@H]2C)cc1
 : -1.5%[17.5 µM], 4.9%[13.5 µM], -2.8%[17.4 µM]

Record cards, as listed above.
Results for `Cc1ccc(S(=O)(=O)N[C@H]2COC(=O)[C@@H](C)COC(=O)C/C=C\[C@H]2C)cc1` → aGal spleen mod: -1.5%[17.5 µM]; ALDH1A1 inh: 4.9%[13.5 µM]; GAA spleen mod: -2.8%[17.4 µM]
Results for `CC(C)=NO[C@@H](C)CN1CCCc2nc(C)c(C)cc21` → aGal spleen mod: ?; ALDH1A1 inh: ?; GAA spleen mod: 2.1%[17.4 µM]
